High-throughput results (PubChem)
HCMV antiviral = inhibitors of human cytomegalovirus | activity change, negative = inhibition, % at 57.5 µM | AID 1259415 | hit rate 4.5% among 410,000 | HFF cells, HCMV-luciferase reporter, 72 h; stronger effect = lower value; in the data active = activity change below about -60%; inconclusive = no clear call, values can overlap the other calls; inactive = above about -39%
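HFF cells seeded 16 h at 37C, treated with compounds, infected with luciferase-reporter HCMV at MOI 1 PFU/cell; luciferase read at 72 h post infection, normalized to buffer-only and Salinomycin controls.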
HCV inhibitor = inhibitors of hepatitis C virus infection | hit rate 3.4% among 340,000 | Huh7.5.1 HCVcc-Cre infection, luciferase reporter, 44 h | AID 651820 | Potency, µM (titrated, usually from 41.8 µM), for the others: top-dose activity change, negative = inhibition, most hits filed as inhibitors; also: potency is read from the fitted curve at half-maximal effect
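Cells seeded at 1,000/well and cultured 4 h, then compounds added followed by HCVcc-Cre virus (~0.5 moi). After 44 h further culture, luciferase substrate was added, plates held 15 min at room temperature, and luminescence read for 15 sec.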
Tb PYK inh = blocks Trypanosoma brucei pyruvate kinase. Q57TT1. Potency, µM (doses to about 76.8 µM), inactives show top-dose activity, negative = inhibition, actives largely listed as inhibitors. TbPYK enzyme, Kinase-Glo Plus ATP luminescence, 45 min. hit rate 0.12% among 410,000; also: potency is read from the fitted curve at half-maximal effect; nearly all actives have a fitted effect of over 50% in size
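ADP (130 uM final) triggers the TbPYK reaction after compound addition; incubation is 45 min at room temperature. Kinase-Glo Plus is then added and luminescence imaged. Normalized data are fitted to concentration-effect curves.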
LmPK inh = inhibitors of Leishmania mexicana pyruvate kinase | AID 1721 | hit rate 0.37% among 290,000 | Q27686 | Potency, µM (titrated, usually from 57.5 µM), without a hit: at the top dose activity change, negative = inhibition, hits mostly inhibitors | purified LmPK, Kinase-Glo ATP luminescence, 1 h; also: potency is read from the fitted curve at half-maximal effect
Target sequence (Q27686 whole entry, looked up): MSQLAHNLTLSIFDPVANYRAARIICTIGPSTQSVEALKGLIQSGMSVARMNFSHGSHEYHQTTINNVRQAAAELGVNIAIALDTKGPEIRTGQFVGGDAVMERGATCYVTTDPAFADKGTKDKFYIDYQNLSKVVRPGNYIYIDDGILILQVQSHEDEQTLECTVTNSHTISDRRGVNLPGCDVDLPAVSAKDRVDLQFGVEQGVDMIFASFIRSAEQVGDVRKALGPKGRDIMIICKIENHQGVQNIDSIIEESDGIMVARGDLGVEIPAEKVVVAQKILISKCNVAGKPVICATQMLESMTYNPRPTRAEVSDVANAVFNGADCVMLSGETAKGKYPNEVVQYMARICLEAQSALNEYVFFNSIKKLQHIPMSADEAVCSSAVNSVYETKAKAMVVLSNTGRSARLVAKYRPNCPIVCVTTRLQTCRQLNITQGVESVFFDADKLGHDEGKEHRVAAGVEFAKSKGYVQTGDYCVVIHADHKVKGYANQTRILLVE
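0.1 nM LmPK, 0.5 mM PEP, 0.1 mM ADP; 50 mM imidazole pH 7.2, 7 mM MgCl2, 50 mM KCl; 1 h RT. Kinase-Glo luminescence readout, normalized to no-enzyme (full inhibition) and uninhibited wells.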
AmpC inh no detg = inhibitors of E. coli AmpC beta-lactamase without detergent; P00811; AmpC nitrocefin hydrolysis, absorbance 480 nm, 0.0001% Triton; Potency, µM (highest dose often 57.1 µM), without a hit: at the top dose activity change, negative = inhibition, usual class: inhibitors; hit rate 0.52% among 330,000; AID 485341;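 also: potency is read from the fitted curve at half-maximal effect; plate controls were no compound for no effect and no enzyme for full effect; nearly all actives have a fitted effect of over 20% in size; some results filed as inactive show a strong effect at the top dose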
Target sequence (P00811 whole entry, looked up): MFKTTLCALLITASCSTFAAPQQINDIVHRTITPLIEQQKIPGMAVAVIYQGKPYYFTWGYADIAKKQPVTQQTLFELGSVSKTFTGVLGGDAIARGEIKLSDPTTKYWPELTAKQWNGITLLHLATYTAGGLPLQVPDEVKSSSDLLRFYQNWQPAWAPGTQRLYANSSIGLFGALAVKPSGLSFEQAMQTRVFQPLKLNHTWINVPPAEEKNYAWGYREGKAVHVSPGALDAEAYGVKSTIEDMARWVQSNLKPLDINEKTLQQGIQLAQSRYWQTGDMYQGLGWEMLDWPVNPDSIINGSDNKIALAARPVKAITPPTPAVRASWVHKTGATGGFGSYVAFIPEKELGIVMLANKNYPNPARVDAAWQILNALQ
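AmpC (5.3 nM in the dispensed reagent) in 20 mM phosphate pH 7.0 with 0.01% (detergent screen) or 0.0001% Triton X-100 was preincubated with compounds for 15 min at room temperature. Nitrocefin was then added from an 800 uM solution, and hydrolysis was followed at 480 nm.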
AMA1 RON2 block = AMA1-RON2 (P. falciparum) interaction inhibition; AlphaScreen AMA1-biotinylated RON2 peptide binding; Potency, µM (highest dose often 58.2 µM), without a hit: top-dose activity change, negative = inhibition, most hits filed as inhibitors; hit rate 0.2% among 360,000; AID 720542;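 also: potency is read from the fitted curve at half-maximal effect; 0% = vehicle wells and -100% = peptide control; nearly all actives have a fitted effect of over 45% in size; some results filed as inactive show a strong effect at the top dose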
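AMA1 (3D7) with his tag at 25 nM final met compounds first, then biotinylated RON2 peptide at 25 nM; detection used donor plus acceptor beads, 10 µg/mL apiece, read by AlphaScreen after 30 min at room temperature.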
AmpC inh detg = blocks E. coli AmpC beta-lactamase in detergent assay | AmpC hydrolysis of nitrocefin, absorbance 480 nm, 0.01% Triton | AID 485294 | Potency, µM (top dose mostly 114 µM), for inactives: at the highest dose activity change, negative = inhibition, usual class: inhibitors | hit rate 0.041% among 370,000 | P00811;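 also: potency is read from the fitted curve at half-maximal effect; 0% = no-compound wells and -100% = no-enzyme wells; nearly all actives have a fitted effect of over 25% in size; some results filed as inactive show a strong effect at the top dose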
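AmpC (5.3 nM in the dispensed reagent) in 20 mM phosphate pH 7.0 with 0.01% (detergent screen) or 0.0001% Triton X-100 was preincubated with compounds for 15 min at room temperature. Nitrocefin was then added from an 800 uM solution, and hydrolysis was followed at 480 nm.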
Starred values were filed as active, the others as inactive; ? = inconclusive; / = no result given; [ ] = remark or other dose. Unless noted, calls follow the shape of the dose curve; as a rule, active = well fitted curve in the direction sought with a large enough effect; inconclusive = small, poorly fitted or top-dose-only effect, or another doubt; inactive = no such curve, though single readings can be large; an effect the other way counts as inactive or inconclusive. Unless noted, % is scaled to controls: 0 for no effect and ±100 for the full control effect.

SMILES	HCMV antiviral	HCV inhibitor	Tb PYK inh	LmPK inh	AmpC inh no detg	AMA1 RON2 block	AmpC inh detg
O=C(Oc1cccc(Nc2ncnc3ccccc23)c1)c1cccnc1	1	3%	-10%	2%	-17%	10%	7%
COc1ccc(CN2CCN(CCc3ccccc3)C(CCO)C2)c(O)c1 (stereo not drawn)	-10	11%	4%	0%	41%	-4%	0%
COc1ccc(NC(=O)NNC(=O)CCc2ccc(O)c(O)c2)cc1OC	28	17%	-7%	-16%	-18%	-17%	?
Cc1cc(CNC(=O)C2CCC(=O)N(Cc3ccccc3F)C2)nn1C (stereo not drawn)	-32	19%	-1%	-8%	-12%	18%	-10%
COc1ccc(N2CCN(c3ccc(C(=O)O)cc3[N+](=O)[O-])CC2)cc1	-12	19%	-14%	2%	-12%	-6%	-6%
NC(=O)C1CC(=O)N(c2ccc(OCC(=O)N3CCCC3)cc2)C1 (stereo not drawn)	?	2%	-9%	/	/	-17%	/
COC(=O)[C@]12CCCCC=C1N(Cc1cccc3ccccc13)C(=O)[C@H](CC(=O)NCC1CCCCC1)C2	66	/	-4%	/	/	4%	/
CN(C)N1C(N)=C(C#N)C(c2cccs2)C2=C1CCCC2=O (stereo not drawn)	-16	11%	3%	-2%	-25%	-14%	4%
O=C(COC(=O)CC(c1ccccc1)c1ccccc1)Nc1ccc(F)c(F)c1	/	/	/	2%	-33%	/	3%
O=C(NCC1CCCO1)c1ccc([N+](=O)[O-])s1 (stereo not drawn)	-31	?	-4%	0%	-26%	1%	?
CC(=O)Nc1ccc(Sc2ccccc2C(=O)O)cn1	51	8%	1%	9%	-15%	-15%	0%
COc1ccc(CN=Cc2c(O)[nH]c3ccccc23)cc1	-9	4%	-2%	6%	-42%	-11%	?
COc1ccc2c(c1)c(C(=O)OCCN(C)C)c(C)n2C	-12	-9%	2%	6%	-18%	-5%	0%
CCn1cc(S(=O)(=O)Nc2ccc(C)c(Cl)c2)cn1	7	14%	8%	6%	-18%	2%	0%
N#CCSc1nnc2sc3ccccc3n12	73	4%	2%	11%	-2%	-2%	1%
COc1ccccc1N(CC(=O)N/N=C/c1ccc(OCC(=O)NCc2ccco2)cc1)S(=O)(=O)c1ccc(C)cc1	/	5µM*	3%	-1%	-5%	-5%	-15%
CCOc1ccc2ncc3c(-c4ccc(C)cc4)nn(-c4cccc(F)c4)c3c2c1	1	/	-2%	/	/	/	1%
CC(C)c1nc2cc(C(=O)N3CCN(c4cnccn4)CC3)ccc2o1	-36	-8%	-2%	-10%	-6%	-5%	-5%
CC(C)c1ccc(C2c3[nH]c4ccccc4c3C[C@H]3C(=O)N(c4ccccc4C(=O)N4CCC[C@@H]4C(=O)O)C(=O)N23)cc1 (stereo partly drawn)	-14	1%	1%	3%	-5%	-9%	-9%
Cc1ccc(NC(=O)N2CCCN(C(=O)OC(C)(C)C)CC2)cc1Cl	?	-24%	0%	3%	32%	4%	?

An excerpt of these results, as labelled records:
COc1ccc(NC(=O)NNC(=O)CCc2ccc(O)c(O)c2)cc1OC
- HCMV antiviral: 28
- HCV inhibitor: 17%
- Tb PYK inh: -7%
- LmPK inh: -16%
- AmpC inh no detg: -18%
- AMA1 RON2 block: -17%
- AmpC inh detg: ?

Cc1cc(CNC(=O)C2CCC(=O)N(Cc3ccccc3F)C2)nn1C (stereo not drawn)
- HCMV antiviral: -32
- HCV inhibitor: 19%
- Tb PYK inh: -1%
- LmPK inh: -8%
- AmpC inh no detg: -12%
- AMA1 RON2 block: 18%
- AmpC inh detg: -10%

COc1ccc(N2CCN(c3ccc(C(=O)O)cc3[N+](=O)[O-])CC2)cc1
- HCMV antiviral: -12
- HCV inhibitor: 19%
- Tb PYK inh: -14%
- LmPK inh: 2%
- AmpC inh no detg: -12%
- AMA1 RON2 block: -6%
- AmpC inh detg: -6%

NC(=O)C1CC(=O)N(c2ccc(OCC(=O)N3CCCC3)cc2)C1 (stereo not drawn)
- HCMV antiviral: ?
- HCV inhibitor: 2%
- Tb PYK inh: -9%
- LmPK inh: /
- AmpC inh no detg: /
- AMA1 RON2 block: -17%
- AmpC inh detg: /

Continuation:
SMILES	HCMV antiviral	HCV inhibitor	Tb PYK inh	LmPK inh	AmpC inh no detg	AMA1 RON2 block	AmpC inh detg
CCOC(=O)N1CCN(S(=O)(=O)c2ccc(OCC(=O)OC)c(Cl)c2)CC1	-29	1%	1%	0%	-3%	-7%	1%
CC(C)C(=O)Nc1ccc2nc(SCC(=O)N3CCCC3)sc2c1	-11	/	1%	/	/	/	21%
CCN(CC(=O)Nc1ccccc1C(F)(F)F)C(=O)C1=COCCO1	-9	18%	1%	/	-24%	4%	-15%
CCCc1c(C)[nH]c2ccccc2c1=O	10	-8%	-1%	7%	-12%	4%	-11%
COc1ccccc1NC(=O)N1CCN(Cc2nc3ccc(C)cc3o2)CC1	1	/	-7%	/	/	/	0%
Cn1cc(S(=O)(=O)c2ccccc2)c(=O)c2cc(F)c(N3CCN(c4ccc(F)cc4)CC3)cc21	-2	/	1%	/	/	/	-5%
Cc1cc(C)n(C(=O)CN2C(=O)CCC2=O)n1	41	14%	-4%	5%	-20%	4%	-15%
COc1ccc(CN(C(=O)/C=C/C(=O)c2ccc(OC)cc2O)C(C(=O)NC2CCCCC2)c2ccncc2)cc1 (stereo not drawn)	-84*	-25%	-4%	-1%	184%[activator]	5%	-9%
Cn1c(SCC(=O)NCc2ccccc2)ncc(C(=O)Nc2ccccc2)c1=O	24	10%	0%	/	-3%	-2%	-3%
Cc1ccc(C(=O)NCC(c2cccnc2)N2CCc3ccccc32)cc1C (stereo not drawn)	-8	/	-7%	/	/	/	-3%
Cc1ccc(/C=C2\SC(=S)N(NS(=O)(=O)c3ccc(C)cc3)C2=O)cc1	41	5%	-2%	-3%	-32%	-9%	-14%
CCc1ccc(-c2cc(C(=O)NCc3ccccn3)c3ccccc3n2)cc1	15	?	-5%	1%	88%[activator]	-4%	-4%
CC(=O)c1cc2c(cc1NC(=O)Cn1nc(C)c(C)c(C#N)c1=O)OCO2	-7	1%	3%	/	-11%	11%	?
COC(=O)C(N)CCCCN (stereo not drawn)	24	9%	0%	/	/	8%	/
CC1CCN(c2nc3ccc(C(=O)N4CCN(Cc5ccc6c(c5)OCO6)CC4)cc3s2)CC1	?	3.2µM*	1%	7%	59%	5%	10%
Cc1cc(N2C(=O)C(O)=C(C(=O)c3ccc(C)o3)C2c2cccc(Cl)c2)no1 (stereo not drawn)	?	/	-4%	/	/	40%[activator]	/
COc1ccc(NC(=O)Nc2ccc3c(c2)C(=O)N([C@H](C)CO)C[C@H](C)[C@@H](CN(C)S(=O)(=O)c2ccccc2)O3)cc1	10	?	2%	/	143%[activator]	-15%	/
Cc1ccccc1Cn1cc(NC(=O)c2noc3c2CC(C(C)(C)C)CC3)cn1 (stereo not drawn)	-17	?	-6%	1%	86%[activator]	3%	?
Cn1nc(C(=O)NCC(=O)Nc2ccc(F)c(F)c2)ccc1=O	13	/	2%	/	/	-5%	/
COc1cccc(CNC(=O)c2ccc3c(c2)nc2n3CCCCC2)c1OC	15	/	-3%	/	/	/	16%
CCOc1ccc(NC(=O)NC(=O)N(C(C)C)S(C)(=O)=O)cc1	-12	-4%	2%	3%	-31%	8%	-6%
O=C(NCc1ccc(Cl)cc1)c1ccncc1	-6	2%	0%	11%	-20%	-1%	?
CCOC(=O)C1CCN(S(=O)(=O)c2ccc(C)c(C)c2)CC1	-17	-3%	5%	-14%	-20%	-14%	2%
CCn1c(SCC(=O)NC2CC2)nnc1C(C)Oc1ccccc1 (stereo not drawn)	48	18%	?	-2%	-2%	-8%	-13%
CN(Cc1ccccc1)C(=O)CCC1CCN(C(=O)c2ccco2)CC1	58	/	6%	/	/	-11%	/
Cc1ccc2oc(C(=O)N(Cc3ccccc3)C3CCS(=O)(=O)C3)c(C)c2c1 (stereo not drawn)	46	-17%	-5%	1%	55%	-16%	2%
COc1cc(OC)cc(C(=O)Nc2cccc(NC(=O)c3ccccc3)c2)c1	-5	10µM*	1%	-1%	-49%	13%	-9%
CC(=O)NCc1ccc(C(=O)CCl)cc1	-23	?	-4%	-1%	-7%	-9%	?
CCOc1ccc(NC(=O)CN(C)C(=O)C2=COCCO2)cc1OCC	-14	49%[activator]	6%	/	-8%	-18%	?
O=C(CN1C(=O)NC2(CCCCCC2)C1=O)c1ccccc1	/	-2%	5%	-2%	-30%	-10%	4%
COc1ccc(NC(=O)CN2C(=O)NC(C)(c3ccc(C)cc3)C2=O)cn1 (stereo not drawn)	0	-12%	-1%	/	-11%	8%	-1%
Clc1ccc(-c2ccnc(Oc3cc(Cl)ccc3Cl)n2)cc1	-31	-15%	7%	1%	-1%	-10%	-1%
CC(=O)c1cc(CN2CCN(C(C)C)C(CCO)C2)cs1 (stereo not drawn)	-33	-1%	-1%	5%	0%	0%	-1%
CCCCOC(=O)CSc1nc(N)c(C#N)c(-c2ccc(OC)cc2)c1C#N	-11	-12%	3%	2%	-29%	-4%	?
CC1CCC(N2CCNCC2)CC1 (stereo not drawn)	14	23%	3%	-11%	-9%	-13%	7%
CSc1ccc2nnc(-c3cccc(F)c3)n2n1	-31	?	-29%	-2%	2%	-1%	-1%
CN(C)C(=O)c1c(NC(=O)c2ccccc2F)sc2c1CCCC2	-8	/	2%	/	/	/	11%
C=CCn1c(CNC(=O)c2ccccc2F)nnc1SCC(=O)N1CCOCC1	-21	25%	-18%	0%	-14%	-2%	3%
CCCCn1c(=O)c(CCC(=O)OCC(=O)Nc2cccc3ccccc23)nc2ccccc21	-13	-3%	-2%	-2%	47%	4%	1%
Cc1cc(F)ccc1NC(=O)C(C)n1c2ccccc2c2nc(=O)cc(C)n21 (stereo not drawn)	23	-3%	0%	10%	33%	2%	-7%
CCOc1ccccc1-n1nnc(-c2nc(-c3ccccc3C)no2)c1C	-37	/	-7%	/	/	/	2%
Cc1ccccc1Cn1nc(C)c(NC(=O)c2noc3c2CCc2ccccc2-3)c1C	-24	?	2%	7%	4µM*	-6%	?
CCN(Cc1ccccc1)S(=O)(=O)c1c(C)[nH]c(C)c1C(=O)N1CCCCC1	7	27%	-6%	1%	70%[activator]	-2%	3%
CC(C)(C)OC(=O)N1CCC(c2c(C(=O)NCC3CCN(C4CCCC4)C3)cnn2-c2cccc(Cl)c2)CC1 (stereo not drawn)	-34	?	-8%	10%	188%[activator]	-4%	?
Nc1cc(Cl)nc(N/N=C/c2c(O)ccc3ccccc23)n1	-71*	?	9%	2%	-35%	22%	-12%
Cc1cn([C@H]2C[C@H](O)[C@@H](CNC(=O)[C@H](N)Cc3cccnc3)O2)c(=O)[nH]c1=O	2	/	4%	/	/	11%	/
